Screening data: PubChem BioAssay, Broad Institute
TcdB inh = blocks C. difficile toxin B glycohydrolase activity; P18177; TcdB glycohydrolase enzymatic assay, plate reader; inhibition, % at 9.99 µM; 0.24% of 350,000 active; in the data active means inhibition above about 10%
* hit, by the source's call. Only part of the results is shown; rates above refer to the full screens.

SMILES	TcdB inh
COc1ccc(S(=O)(=O)Nc2ccc3c(c2)C(=O)N([C@@H](C)CO)C[C@@H](C)[C@@H](CN(C)S(=O)(=O)c2ccc(C)cc2)OCCCC[C@@H](C)O3)cc1	0.1
C[C@H](CO)N1C[C@H](C)[C@H](CN(C)C(=O)NC2CCCCC2)Oc2ncc(-c3ccccc3F)cc2C1=O	-0.3
Cc1ccccc1CN(C)C[C@@H]1OCc2cnnn2CCCC(=O)N([C@@H](C)CO)C[C@@H]1C	0.1
C[C@H]1CN([C@@H](C)CO)C(=O)c2cc(NS(=O)(=O)c3ccc(Cl)cc3)ccc2O[C@H]1CN(C)Cc1ccncc1	1.6
C/C=C/c1ccc([C@@H]2[C@@H](CO)N(C(=O)C3CCCC3)C23CN(C(=O)NC(C)C)C3)cc1	0.4
CC(C)CC#Cc1cnc2c(c1)C(=O)N([C@@H](C)CO)C[C@H](C)[C@H](CN(C)C(=O)c1cccnc1)O2	-1.1
C[C@@H]1CN([C@@H](C)CO)C(=O)c2cc(/C=C/c3ccccc3)cnc2O[C@@H]1CN(C)Cc1ccc2c(c1)OCO2	0.3
CCS(=O)(=O)NCC[C@@H]1CC[C@@H](NC(=O)Cc2ccccn2)[C@H](CO)O1	-1.1
O=C(C1CCOCC1)N1CC[C@@H]2[C@H](CO)Nc3ccc(Br)cc3[C@@H]21	-2.9
COCCOC(=O)N1C(=O)[C@@]2(c3cc(C#CCC(C(=O)OC)C(=O)OC)ccc31)[C@H](C(N)=O)[C@H]1C(=O)O[C@H](c3ccccc3)[C@H](c3ccccc3)N1[C@@H]2c1ccc(OCCO)cc1	-11.4
O=C(C[C@H]1C=C[C@H](NC(=O)CN2CCOCC2)[C@@H](CO)O1)NCc1cccc(F)c1	-0.1
O=C(C[C@H]1C[C@H]2c3cc(NC(=O)C4CCOCC4)ccc3O[C@H]2[C@H](CO)O1)NCc1cc(F)ccc1F	-0.1
CN(C)C(=O)[C@@H]1[C@@H](CO)[C@@H]2Cn3c(ccc(C4=CCCC4)c3=O)[C@H]1N2C	-0.1
CCC(=O)N1CC(=O)N2[C@H](C1)[C@@H](c1ccc(-c3ccc(C#N)cc3)cc1)[C@@H]2CO	1.1
CC(C)NC(=O)N(C)C[C@@H]1OCCCC[C@H](C)Oc2ccc(NC(=O)c3ccccc3)cc2C(=O)N([C@@H](C)CO)C[C@@H]1C	0.5
C[C@H](CO)N1C[C@H](C)[C@@H](CN(C)C(=O)C2CCOCC2)Oc2cc(C#Cc3ccncc3)ccc2S1(=O)=O	1.1
COc1ccc(C(=O)Nc2ccc3c(c2)C(=O)N(C)C[C@@H](OC)[C@H](C)CN(C)[C@H](C)CO3)cc1	1.2
COc1ccc2c3c(n(C)c2c1)[C@@H](CO)N(C(=O)C1CCOCC1)CC31CN(C(=O)C2CC2)C1	1.6
CC(=O)N1CC2(C1)[C@H](c1ccccc1)[C@H](CO)N2C(=O)c1cnccn1	-1.5
COCC(=O)N1CC2(CN(Cc3cccnc3)C2)c2c(n(C)c3cc(OC)ccc23)[C@H]1CO	0.6
C[C@H]1CN([C@@H](C)CO)C(=O)c2cccc(NC(=O)C3CCCCC3)c2O[C@@H]1CN(C)S(C)(=O)=O	-0.6
O=C(C[C@@H]1CC[C@H]2[C@@H](COC[C@@H](O)CN2S(=O)(=O)c2ccc(Cl)cc2)O1)NCc1ccc(Cl)c(Cl)c1	-1.3
CCCc1cn(CC[C@@H]2CC[C@H](NS(=O)(=O)c3ccc(-c4ccccc4)cc3)[C@@H](CO)O2)nn1	-1.1
C[C@@H]1CN([C@H](C)CO)C(=O)c2cc(NC(=O)Nc3ccc(F)cc3)ccc2O[C@@H](C)CCCCO[C@H]1CN(C)C(=O)c1ccccc1	-0.8
C[C@@H]1CN([C@H](C)CO)C(=O)c2cc(NS(=O)(=O)c3cn(C)cn3)ccc2O[C@@H]1CN(C)S(=O)(=O)c1ccc(F)cc1	-2.1

More entries follow:
SMILES	TcdB inh
CO[C@H]1CC[C@@H]2CCOc3c(C#N)cccc3C(=O)N(C)C[C@H](C)C(=O)N(C)C[C@H]1O2	-5.7
O=C(NCC1CC1)[C@H]1N[C@H]2c3ccc(C4=CCCCC4)c(=O)n3C[C@H]2[C@@H]1CO	-6.2
CCC(=O)N(C)C[C@H]1Oc2cc(C#Cc3ccccc3)ccc2S(=O)(=O)N([C@H](C)CO)C[C@@H]1C	-0.6
O=C(NC1CCC1)[C@H]1[C@H](CO)[C@H]2Cn3c(cccc3=O)[C@@H]1N2CC1CCCC1	0.5
CO[C@H]1CN(C)C(=O)c2cc(NS(=O)(=O)c3ccccc3C)ccc2OC[C@@H](C)N(C)C[C@H]1C	-0.6
CN1C(=O)c2cc(NC(=O)c3cc(F)cc(F)c3)ccc2OC[C@@H]2O[C@@H](CC(=O)O)CC[C@H]21	-0.4
C[C@H]1CN([C@@H](C)CO)C(=O)c2cc(NC(=O)NC3CCCCC3)ccc2O[C@@H]1CN(C)C(=O)NC1CCCCC1	0.6
COc1ccc(NC(=O)Nc2ccc3c(c2)CC(=O)N([C@@H](C)CO)C[C@H](C)[C@@H](CN(C)Cc2ccccc2)O3)cc1	1.6
CNC[C@@H]1Oc2ncc(-c3ccccc3C)cc2C(=O)N([C@@H](C)CO)C[C@@H]1C	-0.3
C[C@H](O)C#Cc1cnc2c(c1)C(=O)N([C@@H](C)CO)C[C@H](C)[C@@H](CN(C)Cc1ccc(-c3ccccc3)cc1)O2	-0.3
COCC#Cc1cnc2c(c1)C(=O)N([C@H](C)CO)C[C@@H](C)[C@H](CN(C)C(=O)c1cnccn1)O2	0.2
CN(C)Cc1cn(CC[C@H]2CC[C@H](NC(=O)Cc3cccnc3)[C@H](CO)O2)nn1	-6.6
CS(=O)(=O)Nc1ccc2c(c1)[C@@H]1C[C@H](CC(=O)NCc3ccncc3)O[C@@H](CO)[C@@H]1O2	0.8
O=C(C[C@H]1CC[C@H]2[C@@H](COC[C@H](O)CN2CC2CCOCC2)O1)N1CCOCC1	-6.6
Cc1noc(C)c1S(=O)(=O)Nc1ccc2c(c1)C(=O)N([C@@H](C)CO)C[C@@H](C)[C@H](CN(C)C(=O)c1ccncc1)OCCCC[C@H](C)O2	-2.8
Cc1noc(C)c1S(=O)(=O)N(C)C[C@H]1OCCCC[C@@H](C)Oc2ccc(NC(=O)Nc3cccc4ccccc34)cc2C(=O)N([C@@H](C)CO)C[C@H]1C	1.1
C[C@@H]1CCCCO[C@H](CN(C)C(=O)Nc2ccc(F)cc2)[C@@H](C)CN([C@H](C)CO)C(=O)c2cc(NS(=O)(=O)c3ccc(Cl)cc3)ccc2O1	-0.3
O=C(c1ccccc1F)N1CC(=O)N2[C@@H](CO)[C@H](c3ccc(-c4ccccc4)cc3)[C@@H]2C1	-0.3
OC[C@@H]1[C@@H](c2ccc(C#Cc3ccccc3F)cc2)[C@@H]2CN(Cc3cncnc3)CCCCN12	-1.5
O=C(C1CCCC1)N1CCCCN2[C@H](CO)[C@H](c3ccc(C#CC4(O)CCCC4)cc3)[C@H]2C1	-1.8
CC=Cc1ccc2n(c1=O)C[C@@H]1[C@@H](CO)[C@H](C(=O)NCCc3cn(C)cn3)[C@H]2N1C(=O)C1CCCC1 (mixture of isomers)	-0.1
N#Cc1ccc(-c2ccc3c(c2)[C@H]2[C@H](CCN2C(=O)Cc2ccccc2)[C@@H](CO)N3)cc1	-1.9
O=C([C@H]1[C@H](CO)[C@H]2Cn3c(ccc(C4=CCCC4)c3=O)[C@@H]1N2C(=O)c1ccncc1)N1CCCCC1	-2.1
O=C(C[C@H]1C[C@H]2c3cc(NC(=O)c4cccnc4)ccc3O[C@H]2[C@H](CO)O1)NC1CCCCC1	-1.3
C[C@@H]1CN([C@H](C)CO)S(=O)(=O)c2ccc(C3=CCCCC3)cc2O[C@@H]1CN(C)Cc1cccc(C(=O)O)c1	-3.0

(next part)
SMILES	TcdB inh
CCCN(C)C[C@@H]1Oc2cc(-c3ccc(C)cc3)ccc2S(=O)(=O)N([C@H](C)CO)C[C@@H]1C	-1.0
CO[C@H]1CN(C)C(=O)c2ccc(NC(=O)C3CCCC3)cc2OC[C@@H](C)N(C(C)=O)C[C@H]1C	1.6
C/C=C/c1ccccc1[C@@H]1[C@H](C#N)N(C(=O)CN2CCOCC2)[C@H]1CO	1.4
Cc1ccc(S(=O)(=O)Nc2ccc3c(c2)C(=O)N([C@@H](C)CO)C[C@H](C)[C@H](CN(C)S(=O)(=O)c2ccccc2)OCCCC[C@H](C)O3)cc1	0.3
C[C@@H]1CCCCO[C@@H](CN(C)Cc2ccccc2)[C@H](C)CN([C@H](C)CO)C(=O)c2cc(NC(=O)CCCN(C)C)ccc2O1	-0.9
CC(C)C#Cc1cnc2c(c1)C(=O)N([C@@H](C)CO)C[C@@H](C)[C@H](CN(C)Cc1ccccn1)O2	-0.4
COc1ccc(S(=O)(=O)Nc2ccc3c(c2)C(=O)N([C@@H](C)CO)C[C@H](C)[C@H](CN(C)CC2CCCCC2)O3)cc1	-0.2
C[C@H](CO)N1C[C@H](C)[C@@H](CN(C)C(=O)CCC(F)(F)F)OCCCC[C@H](C)Oc2ccc(NS(=O)(=O)c3ccc(Cl)cc3)cc2C1=O	-0.8
C/C=C/c1ccccc1[C@H]1[C@@H](CO)N(C(=O)NC2CCCC2)[C@H]1C#N	1.0
CCCNC(=O)Nc1ccc2c(c1)C(=O)N(C)C[C@H](OC)[C@H](C)CN(C(=O)C1CCC1)[C@@H](C)CO2	0.1
N#C[C@@H]1[C@H](c2ccc(-c3cccc(F)c3)cc2)[C@H](CO)N1C(=O)NC1CCCC1	-0.8
C[C@@H]1CN([C@H](C)CO)C(=O)c2cc(C#CC3CCCCC3)cnc2O[C@H]1CN(C)C(=O)C1CCCCC1	0.1
O=C(Nc1cccc(F)c1)N1CC(=O)N2[C@H](CO)[C@H](c3ccc(C#Cc4cccnc4)cc3)[C@@H]2C1	-0.4
C[C@H]1CN([C@@H](C)CO)C(=O)Cc2cc(NS(=O)(=O)c3cccs3)ccc2O[C@@H]1CN(C)S(=O)(=O)c1ccc(F)cc1	-0.8
C[C@@H]1CN([C@@H](C)CO)C(=O)c2c(c3ccccc3n2C)-c2ccccc2CO[C@H]1CN(C)C(=O)[C@H]1CCCN1C	0.0
C[C@@H]1CN([C@@H](C)CO)C(=O)c2cccc(NC(=O)c3cnccn3)c2O[C@@H]1CN(C)C(=O)Nc1ccc(F)cc1	0.2
O=C(C[C@@H]1CC[C@@H]2[C@H](COC[C@@H](O)CN2C(=O)Nc2ccc(Cl)c(Cl)c2)O1)NC1CCC1	-0.5
CCC(=O)N1CCCCN2[C@H](C1)[C@H](c1ccc(-c3ccc(F)cc3)cc1)[C@@H]2CO	-0.3
N#C[C@H]1[C@H](c2ccc(C#CC3CCCCC3)cc2)[C@@H](CO)N1S(=O)(=O)c1ccccc1	-0.4
COc1ccc(NC(=O)Nc2ccc3c(c2)C(=O)N([C@H](C)CO)C[C@@H](C)[C@@H](CN(C)C(=O)Nc2ccc(C(F)(F)F)cc2)O3)cc1	-1.7
COc1ccc2c3c([nH]c2c1)[C@@H](CO)N(Cc1ccccc1F)CC31CCN(C(=O)C2CCOCC2)CC1	-0.4
N#Cc1cccc(-c2ccc([C@@H]3[C@H](CO)N4CCCCN(C(=O)Cc5ccncc5)C[C@@H]34)cc2)c1	-0.4
CC(C)C#Cc1ccc([C@H]2[C@@H](CO)N(C(=O)C3CC3)[C@H]2CNC(=O)C2CC2)cc1	-0.5
CCCC(=O)Nc1ccc2c(c1)C(=O)N(C)C[C@@H](OC)[C@@H](C)CN(Cc1cccc(F)c1)[C@@H](C)CO2	-0.7
C[C@@H]1CN([C@H](C)CO)C(=O)c2cc(C#Cc3cccc(F)c3)cnc2O[C@H]1CN(C)CC1CCOCC1	0.0

The listing continues:
SMILES	TcdB inh
CCNC(=O)C[C@@H]1C=C[C@H](NC(=O)C2CCC2)[C@H](CO)O1	-22.1
COc1ccc(NC(=O)N(C)C[C@@H]2OCCCC[C@@H](C)Oc3ccc(NC(=O)Nc4ccc5c(c4)OCO5)cc3C(=O)N([C@H](C)CO)C[C@@H]2C)cc1	0.6
C[C@@H]1CCCCO[C@H](CN(C)Cc2ccc(C(F)(F)F)cc2)[C@@H](C)CN([C@@H](C)CO)C(=O)c2cc(NS(=O)(=O)c3ccc(F)cc3)ccc2O1	-0.2
C[C@H]1CN([C@@H](C)CO)C(=O)c2cccc(NC(=O)c3ccncc3)c2O[C@H]1CN(C)Cc1ccncc1	0.5
Cc1ccc(S(=O)(=O)N(C)C[C@H]2Oc3ccc(NC(=O)Cc4cn(C)c5ccccc45)cc3CC(=O)N([C@H](C)CO)C[C@H]2C)cc1	-0.8
CC(C)NC(=O)Nc1ccc2c(c1)C(=O)N([C@@H](C)CO)C[C@@H](C)[C@H](CN(C)S(=O)(=O)c1ccc(F)cc1)OCCCC[C@@H](C)O2	-0.2

In another format: three of the compounds above.
> CCNC(=O)C[C@@H]1C=C[C@H](NC(=O)C2CCC2)[C@H](CO)O1
- TcdB inh: -22.1

> COc1ccc(NC(=O)N(C)C[C@@H]2OCCCC[C@@H](C)Oc3ccc(NC(=O)Nc4ccc5c(c4)OCO5)cc3C(=O)N([C@H](C)CO)C[C@@H]2C)cc1
- TcdB inh: 0.6

> C[C@@H]1CCCCO[C@H](CN(C)Cc2ccc(C(F)(F)F)cc2)[C@@H](C)CN([C@@H](C)CO)C(=O)c2cc(NS(=O)(=O)c3ccc(F)cc3)ccc2O1
- TcdB inh: -0.2

Structures from the list above that have a cyano group:
SMILES	TcdB inh
CCC(=O)N1CC(=O)N2[C@H](C1)[C@@H](c1ccc(-c3ccc(C#N)cc3)cc1)[C@@H]2CO	1.1
CO[C@H]1CC[C@@H]2CCOc3c(C#N)cccc3C(=O)N(C)C[C@H](C)C(=O)N(C)C[C@H]1O2	-5.7
N#Cc1ccc(-c2ccc3c(c2)[C@H]2[C@H](CCN2C(=O)Cc2ccccc2)[C@@H](CO)N3)cc1	-1.9
C/C=C/c1ccccc1[C@@H]1[C@H](C#N)N(C(=O)CN2CCOCC2)[C@H]1CO	1.4
C/C=C/c1ccccc1[C@H]1[C@@H](CO)N(C(=O)NC2CCCC2)[C@H]1C#N	1.0
N#C[C@@H]1[C@H](c2ccc(-c3cccc(F)c3)cc2)[C@H](CO)N1C(=O)NC1CCCC1	-0.8
N#C[C@H]1[C@H](c2ccc(C#CC3CCCCC3)cc2)[C@@H](CO)N1S(=O)(=O)c1ccccc1	-0.4
N#Cc1cccc(-c2ccc([C@@H]3[C@H](CO)N4CCCCN(C(=O)Cc5ccncc5)C[C@@H]34)cc2)c1	-0.4
